# Screening results from PubChem BioAssay.
# DUSP3 inh: blocks the human dual specificity phosphatase VHR1; P51452; recombinant VHR phosphatase, colorimetric substrate read-out; inhibition, % at 20 µM; hit rate 0.7% among 50,000; in the data active = inhibition above about 60%; note: some results filed as inactive read as strong as hits
# Target sequence (P51452 whole entry, looked up): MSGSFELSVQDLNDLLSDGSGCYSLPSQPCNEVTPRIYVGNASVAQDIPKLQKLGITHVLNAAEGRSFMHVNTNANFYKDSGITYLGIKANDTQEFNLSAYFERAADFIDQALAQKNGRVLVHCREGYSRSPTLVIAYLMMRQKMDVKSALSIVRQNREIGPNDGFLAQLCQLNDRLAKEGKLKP
# Active calls of the source: *. This is a subset; the hit share may differ from the screen's.
smiles | DUSP3 inh
Cc1ccccc1NC(=O)CCC(=O)N/N=C/c1ccncc1 | -9
CCC(C)c1ccc(OCCOc2ccc(C=C3C(=O)NC(=S)NC3=O)cc2)cc1 (centres undefined) | 16
O=C1CC(=O)N(c2ccc(Cl)c(Cl)c2)C(=S)N1 | 73*
CCc1cc2c(Nc3ccc(Br)cc3)ncnc2s1 | -6
CCOC(=O)c1oc2cccc(O)c2c1C | -6
Cc1ccccc1NC(=O)C1CC=CCC1C(=O)O (centres undefined) | -6
O=C(Nc1cccnc1)c1cccc([N+](=O)[O-])c1 | -9
CCOc1ccc(N2Cc3ccccc3C2)cc1 | -7
CCOc1cc(C=C2C(=O)NC(=O)NC2=O)ccc1OCc1cccc2ccccc12 | 13
Cc1c(C)c2c(C)nn(-c3ccccc3)c2[nH]c1=O | 4

# Some of the entries so far, field by field:
O=C(Nc1cccnc1)c1cccc([N+](=O)[O-])c1
  DUSP3 inh: -9

CCOc1ccc(N2Cc3ccccc3C2)cc1
  DUSP3 inh: -7

CCOc1cc(C=C2C(=O)NC(=O)NC2=O)ccc1OCc1cccc2ccccc12
  DUSP3 inh: 13

# (next part)
smiles | DUSP3 inh
Cc1cc(C)c(NC(=O)Cc2ccccc2[N+](=O)[O-])c(C)c1 | -13
Cc1cc(=O)n2c([nH]c3ccccc32)c1C(=O)O | -13
O=C1c2ccccc2C(=O)N1Cc1nc2ccccc2c(=O)n1CCCn1ccnc1 | 12
CCN1CCN(Cc2c(O)ccc3ccccc23)CC1 | -11
CCCOc1cccc(C(=O)Nc2cccc(-c3nc4ccccc4s3)c2C)c1 | 10
Cc1cc(OCc2nc(-c3ccncc3)no2)ccc1Br | -11
COc1ccc(Nc2nc(C(F)(F)F)nc(C)c2C#N)cc1 | -6
COc1cc(NC(=O)COc2ccc(C)cc2C)ccc1NC(=O)c1ccco1 | -8
Cc1nnc(SCC(=O)Nc2c(C)n(C)n(-c3ccccc3)c2=O)s1 | 17
O=C(CN1CCCC1)N1CCN(C(=O)c2ccccc2)C1 | 0

# Further results:
smiles | DUSP3 inh
CC(=O)Nc1ccccc1NC(=O)COc1ccc2ccccc2c1 | -12
Cc1ccsc1C1CC(=O)NC(SCc2ccccc2)=C1C#N (centres undefined) | -3
COc1ccc2c(c1)/C(=N/OC(=O)c1ccc(OC)c(OC)c1)CCC2 | -6
COc1ccc(NC(=O)N2CCN(c3ccc(F)cc3)CC2)cc1 | -8
O=[N+]([O-])c1ccc(N2CCOCC2)cc1NC1CC1 | -18
COc1ccc(C/C(O)=C(\C#N)c2nc3ccccc3[nH]2)cc1OC | -6
Cc1ccccc1-n1c(-c2ccccc2)nc2c(cnn2-c2ccccc2)c1=O | -32
CCOc1cc(C(=O)Nc2ccc([N+](=O)[O-])cc2C)cc(OCC)c1OCC | -8
COc1cccc(C2/C(=C(\O)c3ccc(Cl)cc3)C(=O)C(=O)N2CCCn2ccnc2)c1 (centres undefined) | 8
CCN1CCN(CC(O)COc2cc(C)c(Cl)c(C)c2)CC1 (centres undefined) | 1

# Laid out differently: entries from further up
COc1ccc2c(c1)/C(=N/OC(=O)c1ccc(OC)c(OC)c1)CCC2
  DUSP3 inh = -6

COc1ccc(NC(=O)N2CCN(c3ccc(F)cc3)CC2)cc1
  DUSP3 inh = -8

# Next results follow.
smiles | DUSP3 inh
O=C(O)C1NCCc2ccccc21 (centres undefined) | 6
O=c1cc(-c2ccc([N+](=O)[O-])cc2)nc2cc(-c3ccc(F)cc3)[nH]n12 | 15
CCOC(=O)C1=C(c2ccccc2)N=c2s/c(=C\c3ccc(N(C)C)o3)c(=O)n2C1c1ccc(OC)c(OC)c1 (centres undefined) | -15
O=C(NCc1ccc2c(c1)OCO2)c1ccc2c3c(cccc13)CC2 | 4
COc1ccc(C(=O)NNC(=O)c2ccccc2OC)cc1OC | -56
Cc1ccc(CN2CCN(S(C)(=O)=O)CC2)cc1 | -18
Cc1cccnc1N(C(=O)c1cccc(Cl)c1)C(=O)c1cccc(Cl)c1 | -2
O=C(Nc1nnc(CCOCCc2nnc(NC(=O)c3cccs3)s2)s1)c1cccs1 | -39
CSc1ccc(/C=C(/C#N)C(=O)Nc2cccc(Br)c2)cc1 | 13
Cc1cccc(OCC(=O)O/N=C(\N)Cc2ccc(Cl)cc2Cl)c1 | 6

# New compounds follow.
smiles | DUSP3 inh
COc1ccc2c(c1OC)C(=O)N(c1ccccc1O)C2=O | 2
COc1ccc(S(=O)(=O)N(CCc2ccccc2)CC(=O)Nc2cc(OC)ccc2OC)cc1 | -32
COc1ccc(C2/C(=C(\O)c3ccccc3)C(=O)C(=O)N2c2cccc(C)n2)cc1 (centres undefined) | -1
CCN(CC)S(=O)(=O)c1ccc(NC(=O)c2ccccc2)cc1 | 1
[O-][n+]1onc2c1CCc1c-2nc(-c2ccccc2Cl)n1O | -14
Cn1c(=O)c2c(nc(Sc3nc4ccccc4o3)n2C)n(C)c1=O | -20
COc1ccc(NC(=O)c2ccncc2)cc1Cl | 2
O=C(Nc1ccc(Cl)cc1)C1C2C3CCC(C3)C12 (centres undefined) | 118*
COC(=O)c1ccc(Cl)c(S(=O)(=O)N2CCOCC2)c1 | -9
Cc1ccnc(SC2CC(=O)N(c3ccccc3)C2=O)n1 (centres undefined) | -6

# Going on with the list:
smiles | DUSP3 inh
C=CCOC(=O)C1=C(C)NC(=S)NC1c1ccc(OC)cc1 (centres undefined) | -2
CCOc1cc(C(=O)Nc2cccc(C)c2C)cc(OCC)c1OCC | 5
CCC(=O)Nc1c(-c2ccc(C)cc2)nc2ccccn12 | -11
COc1ccc(N(CC(=O)N/N=C(\C)c2ccc(OC)c(OC)c2)S(=O)(=O)c2ccccc2)cc1 | -7
COC(=O)C1=C(C)N(C)C(C)=C(C(=O)OC)C1c1ccc(Br)cc1 | 4
O=C(Nc1ccc([N+](=O)[O-])cc1)c1ccc2c(c1)C1C=CCC1C(c1ccc(Cl)cc1)N2 (centres undefined) | -4
Cc1cc(C(=O)Nc2nc(-c3ccccc3)c(C)s2)ccc1[N+](=O)[O-] | 2
CCCOC(=O)c1cccc(NC(=O)COc2ccccc2OC)c1 | -11
COc1ccc(CN2CCN(S(=O)(=O)c3ccc(C)cc3)CC2)c(OC)c1 | 12
CCOc1ccc(C(=O)Nc2nc3ccc([N+](=O)[O-])cc3s2)cc1 | 6

# By substructure, the compounds so far containing fluorine (three)
smiles | DUSP3 inh
COc1ccc(Nc2nc(C(F)(F)F)nc(C)c2C#N)cc1 | -6
COc1ccc(NC(=O)N2CCN(c3ccc(F)cc3)CC2)cc1 | -8
O=c1cc(-c2ccc([N+](=O)[O-])cc2)nc2cc(-c3ccc(F)cc3)[nH]n12 | 15

# Continued:
smiles | DUSP3 inh
Nc1cccc(C(=O)Nc2ccccc2C(=O)O)c1 | 9
Cc1ccc(Cl)cc1NC(=O)C1CCCC1 | -10
O=C(Nc1cccc2ccccc12)c1cc(-c2ccco2)nc2ccccc12 | -5
CCC(=O)N1c2ccccc2NC2=C(C(=O)CC(c3ccc(OC)cc3)C2)C1c1ccccc1 (centres undefined) | -6
CCc1ccccc1N1C(=O)NC(=O)/C(=C\c2cc(C)n(-c3cccnc3)c2C)C1=O | 1
COC(=O)c1c(O)ccc(Oc2ccccc2)c1C(=O)OC | 2
COC(=O)c1ccc(NC(=O)c2cccc(Cl)c2Cl)cc1 | -1
CN1C(=O)/C(=C\c2cn(Cc3ccc(F)cc3)c3ccccc23)SC1=S | 13
COc1ccc(C2Nc3ccccc3NC3=C2C(=O)CC(c2ccccc2)C3)cc1OC (centres undefined) | -10
O=C1NC(=S)N(c2cccc(Br)c2)C(=O)/C1=C/c1ccc(Cl)cc1 | 19

# Part of the list above, as labelled records.
SMILES: COc1ccc(S(=O)(=O)N(CCc2ccccc2)CC(=O)Nc2cc(OC)ccc2OC)cc1
  DUSP3 inh: -32
SMILES: O=c1cc(-c2ccc([N+](=O)[O-])cc2)nc2cc(-c3ccc(F)cc3)[nH]n12
  DUSP3 inh: 15

# Next part.
SMILES | DUSP3 inh
COc1ccc(/C=C2\C(=O)N(c3cccc(C(=O)O)c3)N=C2C)cc1Br | -6
Cc1c(Br)c([N+](=O)[O-])nn1CC(=O)NCc1cccs1 | 26
Cc1ccc(C(=O)NN2C(=O)c3ccc(S(=O)(=O)c4ccc(C(=O)O)cc4)cc3C2=O)cc1 | 11
COc1ccccc1/C=C1\SC(=S)N(CCC(=O)NNC(=O)c2ccccc2O)C1=O | -3
CCc1c(C)sc(NC(=O)COc2ccc(Cl)cc2)c1C(N)=O | 5
Cc1cc(C)n(C(=O)CNC(=O)c2ccc(Br)cc2)n1 | -10
C=CCc1c(C)[nH]c2ccc(C(=O)OCC)cc2c1=O | -2
Cc1ccnc(NC(=O)C2CCCCC2C(=O)O)c1 (centres undefined) | -20
Cc1occc1C(=O)O/N=C(\N)c1cccnc1 | 14
Cc1ccc(-c2ccc(/C=N/N3C(=O)C4C(C3=O)C3C=CC4C34CC4)o2)c([N+](=O)[O-])c1 (centres undefined) | -16
O=C(/C=C/c1ccccc1Cl)c1c(-c2ccccc2)c2cc(Br)ccc2[nH]c1=O | 2
COc1cc([N+](=O)[O-])cc2c1NC(c1ccc(Br)cc1)C1CC=CC21 (centres undefined) | 4
O=C(NCc1ccc(Cl)cc1)C(=O)NC1CCCCC1 | -7
COc1ccc(OCC(=O)NCCCN2CCOCC2)cc1 | -34
CCOC(=O)c1c(N)sc(C(=O)Nc2cccc(Cl)c2)c1C | 7

# Continuation:
SMILES | DUSP3 inh
O=C(Nc1ccc(-c2nc3ccccc3o2)c(O)c1)c1cccnc1 | -8
Cc1ccc(NC(=O)CN(c2ccc(Cl)cc2)S(C)(=O)=O)cc1 | -43
COc1ccc(Br)cc1/C=N/OC(=O)c1ccccc1 | -32
C=CCOC(=O)C1=C(C)NC(=S)NC1c1ccccc1OCC (centres undefined) | -20
Fc1ccc(-c2ccc(C(=S)N3CCN(c4ccccc4)CC3)o2)cc1 | 12
OCc1cn(-c2ccccc2)nc1-c1ccc(-c2nn(-c3ccccc3)cc2CO)cc1 | -10
CCOc1ccc(N2C(=O)NC(=O)/C(=C\c3ccc(-c4ccc([N+](=O)[O-])cc4OC)o3)C2=O)cc1 | 15
COc1ccc(C(=O)/C=C/NCc2ccccc2)cc1OC | 25
COc1ccc(/C=C2/SC(=O)N(CNc3cc(C)ccc3C)C2=O)cc1OC | 17
CCOC(=O)C(=O)c1cc(-c2ccccc2)c(-c2ccccc2)s1 | 28
CN(C)C(=O)/C(=C\c1cccc(Br)c1)NC(=O)c1ccccc1 | -4
COc1cc([N+](=O)[O-])cc(/C=C2\C(=O)NC(=O)N(c3ccc(Br)c(C)c3)C2=O)c1O | -7
O=C(NCC1CCCO1)C(=O)Nc1ccc(F)cc1 (centres undefined) | -3
O=C(NCC1CCCO1)C(=O)Nc1ccc(Cl)c(C(F)(F)F)c1 (centres undefined) | -20
CN=C(C)C1=C(O)C(C(=O)OC)C(C)(C)CC1=O (centres undefined) | 5

# Further records
SMILES | DUSP3 inh
Cc1ccc(CCC(=O)Nc2ncc(Cc3ccc(Cl)cc3Cl)s2)o1 | -21
COc1cc(/C=N/N2C(=O)c3ccccc3C2=O)c([N+](=O)[O-])cc1OC | -5
COc1cc(OC)cc(C(=O)Nc2ccc(I)cc2Cl)c1 | -17
Cc1ccc(CNC(=O)C(=O)NC(C)C)cc1 | -14
Cc1ccc(OCCOc2ccc(Cl)cc2C=C2C(=O)NC(=S)NC2=O)cc1 | 25
N#CSCCCCOc1ccc(I)cc1 | -4
O=C(CN(Cc1ccccc1)S(=O)(=O)c1ccccc1)NCc1ccco1 | -18
COc1ccc(CNC(=O)COc2ccc(C)cc2)cc1 | 4
COC(=O)c1ccccc1NC(=O)c1cc2nc(-c3ccccc3)cc(C)n2n1 | -4
O=[N+]([O-])c1ccc(N/N=C\c2ccc(N3CCOCC3)o2)nc1 | 48
CCSc1nc2c(cc1C#N)CCCC2 | -7
Cc1ccn2c(C(=O)N/N=C\c3ccc4c(c3)OCO4)c(C)nc2c1 | -19
COc1ccc(CCNC(=O)C(=O)Nc2cc(C)ccc2C)cc1 | 49
COc1ccccc1NS(=O)(=O)c1ccc(Br)c(C(=O)Nc2ccccc2)c1 | -6
CCOC(=O)CNC(=O)c1cc(-c2ccc(Cl)c(Cl)c2)nc2ccccc12 | -12

# Additional entries follow.
SMILES | DUSP3 inh
COc1cc(/C=N/n2cnnc2)ccc1OS(=O)(=O)c1ccccc1[N+](=O)[O-] | -3
CCOc1ccccc1N(CC(=O)Nc1ccc(OC)c(OC)c1)S(=O)(=O)c1ccccc1 | -16
Cn1c(=O)c2c(ncn2CC(=O)N2CCN(c3ccc([N+](=O)[O-])cc3)CC2)n(C)c1=O | -19
CCc1ccc2oc(-c3cccc(NC(=O)c4cccc(C)c4)c3)nc2c1 | 34
COc1cc(NC(=O)c2cccc(Cl)c2)ccc1NC(=O)c1ccco1 | -5
Cc1ccc(S(=O)(=O)Nc2ccc(S(=O)(=O)N3CCCCC3)cc2)cc1[N+](=O)[O-] | -2
COc1ccc(NC2=C(Cl)C(=O)N(c3ccccc3Cl)C2=O)c(OC)c1 | -11
COc1ccc([N+](=O)[O-])cc1/C=C1/SC(=O)NC1=O | -5
COC(=O)C1=C(C)N(c2ccc(F)cc2)C(=O)/C1=C\c1ccccc1O | -14
CC(=O)Oc1ccc2c(C)c(C)c(=O)oc2c1C | -5
CC(=O)NN1C(=O)/C(=C/c2cccc(O)c2)SC1=S | 1
CCOc1cc(C(=O)NC2CCSC2=O)cc(OCC)c1OCC (centres undefined) | 4
CC(/C=N/NC(=O)c1cc(-c2ccccc2)n[nH]1)=C\c1ccccc1 | -9
Cc1[nH]c2ccccc2c1/C=C/c1nc2ccccc2c(=O)n1-c1ccccc1[N+](=O)[O-] | 4
Cc1ccc(N2C(=O)C(=O)/C(=C(/O)c3ccccc3)C2c2ccc(O)cc2)cc1Cl (centres undefined) | -15

# Next section.
SMILES | DUSP3 inh
COc1ccc(C(=O)NC(C)C2COc3ccccc3O2)c(OC)c1 (centres undefined) | -11
O=C(O)C1CCCCN1C(=O)c1ccccc1 (centres undefined) | -26
Cn1c(=O)c2c(nc(C(N)=O)n2C)n(C)c1=O | -10
Cc1ccc(C)c(S(=O)(=O)Nc2ccc(O)c3ccccc23)c1 | -32
O=C(O)C1C2C=CC(C3CC23)C1C(=O)Nc1ccc(F)cc1 (centres undefined) | -9
O=C1C(Nc2ccccc2)=CC(c2ccccc2[N+](=O)[O-])N1c1ccccc1 (centres undefined) | 29
CCSc1nnc(NC(=O)c2c(-c3c(Cl)cccc3Cl)noc2C)s1 | -14
